MEKK2 mut-MEK5: MEK5 binding signal on mutant MEKK2 PB1, primary screen, biochemical, multiplex bead flow cytometry, Alexa488-MEK5 | Alexa488-MEK5 binding to MEKK2 mutant | percent response, % at 10 µM | 290,000 compounds, 0.35% hits; in the data active means percent response above about 24%, passing the limit was not always enough; further: inactives centre near 1; some results filed as inactive read as strong as hits
MEKK2 WT-MEK5: modulators of MEK5 binding to wildtype MEKK2, primary screen, biochemical, multiplex bead flow cytometry, Alexa488-MEK5 | Alexa488-MEK5 binding to MEKK2 WT; actives lie on both sides | AID 1531, 2009 | 290,000 compounds, 1.1% hits | binding response (% of control), % at 10 µM | Mitogen-activated protein kinase kinase kinase 2 (Homo sapiens), Q9Y2U5; in the data active means binding response below about 67% or above about 130%
DNA FID counter: compounds displacing fluorescent DNA intercalator, primary screen, artefact control for HCV NS3 helicase inhibitor project, biochemical, FID fluorescence; DNA fluorescent intercalator displacement; inhibition, % at 7.9 µM; 290,000 compounds, 0.17% hits; AID 1845, 2009; in the data active means inhibition above about 37%;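 further: 0% = vehicle and 100% = reference compound; higher means more ethidium bromide displaced from hairpin DNA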
CRFBP-R2 block: antagonists of CRF-BP/CRF-R2 complex, primary screen, cell-based, HEK293, calcium dye fluorescence, uHTS; CRF-induced calcium fluorescence; inhibition, % at 11.8 µM; 350,000 compounds, 0.59% hits; AID 588475, 2011;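 active means inhibition of the ligand-induced calcium signal above about 50% at the single tested concentration, limit read from the data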
UBC9 SUMO inh: inhibitors of in vitro SUMOylation cascade, primary screen, biochemical, HTRF, uHTS. HTRF SUMOylation assay, SAE1/SAE2 + UBC9. inhibition, % at 35 µM. 290,000 compounds, 0.36% hits. AID 2006, 2009; in the data active means inhibition above about 50%, passing the limit was not always enough; further: strong numbers were not always called active
Target sequence (P63279 whole entry, looked up): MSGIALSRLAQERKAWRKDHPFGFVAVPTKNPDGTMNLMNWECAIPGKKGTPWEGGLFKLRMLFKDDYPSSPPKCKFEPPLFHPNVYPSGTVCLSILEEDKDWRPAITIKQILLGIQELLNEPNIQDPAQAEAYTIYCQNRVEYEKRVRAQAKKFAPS
CRFBP-R2 agonist: agonists of CRF-BP/CRF-R2 complex, primary screen, cell-based, HEK293, calcium dye fluorescence, uHTS | CRF-binding protein / CRF receptor 2 complex (human) | calcium dye fluorescence (FLIPR); percent of saturating CRF peptide response | activation, % at 13.2 µM | 350,000 compounds, 0.46% hits | AID 588473, 2011;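 active means activation of at least 50%, plus an integration ratio under a set limit after plate pattern correction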;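 further: plate controls were neutral control wells without compound for no effect and CRF at EC100 for full effect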
HCV NS3 hel inh: inhibitors of HCV NS3 helicase, primary screen, biochemical, Cy5 molecular beacon fluorescence. Hepatitis C virus NS3 helicase. NS3 helicase DNA unwinding. inhibition, % at 10.9 µM. 290,000 compounds, 0.56% hits. AID 1800, 2009;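 active means inhibition above the mean of all tested compounds plus 3 SD, set per campaign, cut at about 35% in these data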;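 further: 0% = DMSO wells and 100% = thioflavine S control wells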
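Control set: DMSO versus 110 µM thioflavine S; Material: NS3 helicase fragment of HCV; Measured by: Cy5 fluorescence at 0 and 60 min, beacon hairpin quenching; Read-out basis: percent inhibition from t60/t0 fluorescence ratio; Times: reaction time 60 min, 25 °C; Repeats: single replicate; Compound dosing: single dose, 10.9 µM nominal final, DMSO 0.8% final.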
MEKK3 PB1 HTS: modulators of MEKK3-MEK5 PB1 binding, primary screen, biochemical, wildtype MEKK3, multiplex bead flow cytometry, Alexa488-MEK5 | Mitogen-activated protein kinase kinase kinase 3 (Homo sapiens), Q99759 | 290,000 compounds, 1.4% hits | AID 1529, 2009 | bead-based flow cytometry, Alexa488-MEK5 binding to MEKK3; actives lie on both sides; 0 = blocked by unlabeled MEK5, 100 = vehicle | binding response (% of control), % at 10 µM;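 active means binding response more than 3 SD above or below the average of its plate-row segment, actives on both sides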;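 further: Alexa488 bead fluorescence after subtracting the streptavidin-only scavenger bead signal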
Target sequence (Q99759 whole entry, looked up): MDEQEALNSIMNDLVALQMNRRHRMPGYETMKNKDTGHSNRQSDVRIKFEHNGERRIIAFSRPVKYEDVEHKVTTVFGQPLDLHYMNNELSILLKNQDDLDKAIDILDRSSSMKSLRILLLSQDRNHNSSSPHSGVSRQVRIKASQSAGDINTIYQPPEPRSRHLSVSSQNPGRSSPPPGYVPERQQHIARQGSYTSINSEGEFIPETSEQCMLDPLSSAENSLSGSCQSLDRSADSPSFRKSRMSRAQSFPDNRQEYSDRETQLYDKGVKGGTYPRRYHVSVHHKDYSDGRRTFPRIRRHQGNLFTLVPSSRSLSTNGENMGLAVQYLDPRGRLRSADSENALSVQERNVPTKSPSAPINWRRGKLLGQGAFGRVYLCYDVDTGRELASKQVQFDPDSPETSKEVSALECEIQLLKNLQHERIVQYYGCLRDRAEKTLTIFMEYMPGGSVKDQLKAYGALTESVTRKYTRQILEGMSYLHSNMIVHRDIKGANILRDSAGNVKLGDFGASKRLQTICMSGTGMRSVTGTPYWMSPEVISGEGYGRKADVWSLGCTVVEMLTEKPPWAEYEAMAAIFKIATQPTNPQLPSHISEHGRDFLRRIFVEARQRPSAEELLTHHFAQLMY
GalR3 antag: GalR3 antagonists in HEK293 cells, primary screen, cell-based, fluorescence readout; HEK293 GalR3-CNG cAMP membrane potential fluorescence; galR3 body fused to GalR1 C-terminus; inhibition, % at 3 µM; 360,000 compounds, 0.44% hits;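 active means inhibition above the screen-wide average plus 3 SD, cut at about 13% in these data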;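 further: forskolin and galanin both at EC90 stimulate the cells; cAMP rise reported by CNG channel membrane potential dye signal; 0% = forskolin plus galanin with DMSO and 100% = forskolin alone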
Target sequence (O60755 1-299 limits assumed): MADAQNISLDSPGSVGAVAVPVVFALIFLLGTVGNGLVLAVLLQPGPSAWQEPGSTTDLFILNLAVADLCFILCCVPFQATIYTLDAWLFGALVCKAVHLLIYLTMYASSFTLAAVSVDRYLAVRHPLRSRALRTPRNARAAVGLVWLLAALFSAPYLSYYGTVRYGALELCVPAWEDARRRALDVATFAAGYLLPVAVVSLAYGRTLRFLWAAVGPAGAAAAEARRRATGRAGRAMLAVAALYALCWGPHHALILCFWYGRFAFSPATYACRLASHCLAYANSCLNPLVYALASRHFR
Active calls of the source: *; nt = not tested or not shown.

SMILES	MEKK2 mut-MEK5	MEKK2 WT-MEK5	DNA FID counter	CRFBP-R2 block	UBC9 SUMO inh	CRFBP-R2 agonist	HCV NS3 hel inh	MEKK3 PB1 HTS	GalR3 antag
Cc1noc(C(=O)Nc2cccc(Cl)c2)c1Cl	-1	104	-13	35	-11	8.1	-1	108	-8
CCCCN1C[C@H](Cc2ccccc2)[C@@H](CC(=O)Nc2ccccc2)C1=O	-3	93	-46	-3	-4	0.7	-4	99	-5
Cc1ccc(CNC(=O)Cc2noc3ccccc23)cc1	-5	99	-3	-10	-14	-8.3	-1	103	0
O=S(=O)(Nc1nnc(-c2ccccc2)s1)c1ccc(Cl)cc1	-10	88	-22	26	19	-2.7	19	86	-1
CC(C)N(CCn1c(SCC(=O)N2CC(=O)Nc3ccccc32)nc2ccccc2c1=O)C(C)C	-6	104	2	-4	-10	-0.4	10	118	-1
COc1ccccc1NC(=O)C1=C(C)N(c2ccccc2)C(=S)NC1c1cccc(C(F)(F)F)c1 (centres undefined)	0	95	-21	-27	-31	-0.4	-2	102	-5
Cc1c(C)c2cc(Cl)c(O)c(CN3CCCC(C)C3)c2oc1=O (centres undefined)	-1	101	-6	1	45	0.1	3	97	-3
COc1cc(OC)c(C(=O)OCC(=O)NCCc2ccccc2)cc1OC	-2	104	-20	27	-2	-1.2	6	102	-1
Cc1cccc(NC(=O)COc2nsnc2N2CCOCC2)c1	3	110	-4	13	-2	0.0	-3	110	-3
CC(NC(=O)c1cc(-c2cccnc2)nc2ccc(Br)cc12)C1CCCO1 (centres undefined)	8	113	-27	-23	16	-0.6	-4	106	1
COCCNC(=O)c1onc(CSc2cc(C)cc(C)c2)c1C(=O)NCCOC	5	100	nt	2	7	-2.9	nt	101	3
NN=C1c2cc([N+](=O)[O-])ccc2-c2ccc([N+](=O)[O-])cc21	-3	92	4	nt	23	nt	-12	89	nt
CCC(C(=O)NCCN1CCOCC1)n1nc(C)n2c(cc3sccc32)c1=O (centres undefined)	2	101	-2	-4	12	0.5	7	101	3
CCOc1ccc(S(=O)(=O)N(C)c2ccc(OCC(=O)Nc3nc4ccccc4s3)cc2)cc1	14	109	6	15	-22	-0.2	-2	107	5
N/C(=N\OC(=O)CCC1CCCC1)c1ccc([N+](=O)[O-])cc1	-11	79	2	-24	-12	0.7	5	88	5
O=c1ccc2cc3c([nH]c4ccc(Br)cc43)oc-2c1O	1	95	-6	nt	6	nt	31	103	-1
Cc1ccc(NS(=O)(=O)c2cc(C(=O)N3CCN(C)CC3)ccc2C)cc1C	4	106	4	-14	16	4.2	-2	105	2
O=C(Nc1ccc(C(=O)N2CCOCC2)cc1)c1cccs1	14	109	2	-4	14	8.1	4	105	-7
O=[N+]([O-])c1ccc(N2CCN(CCO)CC2)cc1NCc1ccco1	2	100	4	17	8	-0.9	-3	100	-1
O=C(Nc1ccccc1)OCCNC(=O)c1cccc(Br)c1	7	105	-21	-3	12	0.1	15	104	-10
Cc1ccc(C2=NN3C(=O)c4ccccc4C3C2)cc1 (centres undefined)	6	98	-10	-3	20	-0.8	-21	95	2
Cc1cc(C(=O)OCc2nnc(-c3ccccc3)o2)c(C)n1-c1ccccc1	0	98	-17	15	0	-0.5	-4	102	-9
O=C(CSc1ncn[nH]1)N/N=C/c1ccc(F)cc1	5	101	-8	1	8	0.8	3	99	4
Cc1sc2nc(SCC(=O)c3cc(C)n(CC4CCCO4)c3C)n(C(C)C)c(=O)c2c1C (centres undefined)	2	110	-8	6	20	-0.5	5	111	0

Given in markdown: part of the list above
| Compound | MEKK2 mut-MEK5 | MEKK2 WT-MEK5 | DNA FID counter | CRFBP-R2 block | UBC9 SUMO inh | CRFBP-R2 agonist | HCV NS3 hel inh | MEKK3 PB1 HTS | GalR3 antag |
| --- | --- | --- | --- | --- | --- | --- | --- | --- | --- |
| Cc1ccc(C2=NN3C(=O)c4ccccc4C3C2)cc1 (centres undefined) | 6 | 98 | -10 | -3 | 20 | -0.8 | -21 | 95 | 2 |
| Cc1cc(C(=O)OCc2nnc(-c3ccccc3)o2)c(C)n1-c1ccccc1 | 0 | 98 | -17 | 15 | 0 | -0.5 | -4 | 102 | -9 |
| O=C(CSc1ncn[nH]1)N/N=C/c1ccc(F)cc1 | 5 | 101 | -8 | 1 | 8 | 0.8 | 3 | 99 | 4 |
| Cc1sc2nc(SCC(=O)c3cc(C)n(CC4CCCO4)c3C)n(C(C)C)c(=O)c2c1C (centres undefined) | 2 | 110 | -8 | 6 | 20 | -0.5 | 5 | 111 | 0 |

The results go on.
SMILES	MEKK2 mut-MEK5	MEKK2 WT-MEK5	DNA FID counter	CRFBP-R2 block	UBC9 SUMO inh	CRFBP-R2 agonist	HCV NS3 hel inh	MEKK3 PB1 HTS	GalR3 antag
CN(CC(=O)Nc1ccccc1C(F)(F)F)C(=O)Cc1ccccc1F	1	105	-7	14	10	-0.5	-6	104	-3
Cc1cccc(-n2cc(-c3ccccc3)c3c(NN4CCOCC4)ncnc32)c1	0	107	-36	-8	5	-0.5	-10	119	2
CC(C)CNC(=O)C(=O)NNC(=O)C1CCCCC1	11	103	-3	-18	-11	2.3	2	104	-5
CN(C)C(CNC(=O)Cc1cccc(C(F)(F)F)c1)c1ccccc1 (centres undefined)	-3	110	12	-5	-12	0.7	4	100	-7
COc1cc(/C=C2/OC(=O)c3cc([N+](=O)[O-])ccc32)cc(OC)c1OC	1	96	-12	-8	nt	-0.3	-2	98	-3
COc1ccc(-c2nc(CS(=O)CC(=O)NC3CCCC(C)C3C)c(C)o2)cc1OC (centres undefined)	6	101	-44	-4	3	-2.1	2	100	-4
CCn1c(SCC(=O)N2CCc3ccccc32)nnc1-c1ccncc1	-7	95	-2	-7	6	-0.1	7	99	4
COc1ccc(S(=O)(=O)Nc2c(C)cc(C)cc2C)c2cccnc12	2	95	-27	1	3	1.8	-6	95	-1
FC(F)(F)Oc1ccccc1-c1nnc(-c2cccc(C(F)(F)F)c2)o1	-20	90	-3	-1	19	1.4	1	90	-5
CCCCCC1CCC(c2n[nH]c(=S)n2C)CC1 (centres undefined)	-1	99	-31	-4	5	-3.8	10	103	0
CCC(c1nnnn1Cc1ccco1)N(Cc1ccccc1OC)Cc1cc2cc(C)ccc2[nH]c1=O (centres undefined)	3	96	-14	-24	26	0.8	13	98	2
COc1ccccc1N1CCN(C(=O)CN(C2CCCCC2)S(C)(=O)=O)CC1	4	102	-31	-1	-12	1.8	-4	106	-2
CCn1nc(C)c(CN2CCCC(CNS(=O)(=O)c3ccc(OC)cc3)C2)c1C (centres undefined)	7	106	3	-7	2	0.3	5	100	-5
CSc1nc(O)c(N=Nc2ccc(F)cc2F)c(=O)[nH]1	7	104	-3	7	0	-3.2	-1	99	-9
O=C(CSc1ccc(-c2ccco2)nn1)NCc1ccccc1Cl	1	109	-9	4	15	-2.5	1	135*	-9
Cc1cc(OCC(O)CN)ccc1Cl (centres undefined)	-12	87	8	1	4	2.1	1	87	-9
O=C(NCc1ccccn1)c1ccc2nc(C3CCCCC3)oc2c1	7	102	-39	-2	-8	-2.0	-2	103	4
Cc1nn(CC(=O)OCC(=O)NC(C)c2ccccc2)c(C)c1[N+](=O)[O-] (centres undefined)	5	109	2	8	-1	-1.9	8	105	5
CN(C)S(=O)(=O)c1cc(NC(=O)COC(=O)CCc2ccccc2)ccc1Cl	1	101	-18	-3	-5	-0.1	-9	98	-10
CC(C)(C)c1ccc(Oc2ccc(NC(=O)C3CC=CCC3C(=O)O)cc2)cc1 (centres undefined)	-2	101	-22	-3	32	-1.9	9	97	-1
C/C(N)=C(/C#N)C(=O)COC(=O)[C@@H](NC(=O)c1ccccc1Cl)C(C)C	-2	97	-11	-21	8	-0.6	-8	107	-4
COc1ccc(C(=O)Nc2ccnn2C2CCN(Cc3cccnc3)CC2)cc1	11	105	-11	-1	6	-0.8	0	103	-7
O=c1[nH]c(CNCc2cccnc2)nc2ccccc12	-2	98	-6	25	21	-3.4	-6	101	-2
CC(C)CNC1=CC(=O)CC(c2ccco2)C1 (centres undefined)	-3	97	-15	15	79	-0.9	33	96	-4
CC1CN(CCOCCSc2ccc(Cl)cc2)CC(C)O1 (centres undefined)	2	100	5	5	-4	-1.8	-21	98	-8
Oc1ccccc1-n1nc2ccc3nonc3c2n1	4	108	5	-6	-11	0.4	-2	104	-3
COCCn1nnnc1C(c1ccccc1Cl)N1CCN(c2ccccc2OC)CC1 (centres undefined)	4	107	-30	13	1	-2.5	-15	102	0
Cc1c(C(=O)C(=O)NCc2ccco2)c2ccccc2n1C	3	107	-5	24	13	-3.0	-3	98	-3
CCC(C)[C@H](NC(=O)c1cc2cc(Cl)ccc2n1C)C(=O)N1CCC(C(=O)O)CC1 (some centres undefined)	0	104	-26	-6	8	-0.2	7	104	-9
COc1ccc(C(=O)OCc2c(C)noc2C)cc1	-7	88	-9	-7	1	-0.2	-6	88	0
CCOc1cc(NC(=O)c2ccco2)c(OCC)cc1NC(=O)c1ccco1	-1	95	-10	-10	29	0.0	-2	101	-5
CC(=O)c1cccc(NC(=O)C2CCCCC2)c1	6	117	-3	20	10	-0.8	-7	118	-6
O=C(Nc1cccc(Cl)c1)c1ccc(OC(=S)N2CCOCC2)cc1	-5	87	-6	-30	16	1.9	7	95	-9
Cc1cc(C)cc(Oc2coc3cc(OC(=O)c4cccs4)ccc3c2=O)c1	4	96	-3	8	-13	2.2	1	103	2
COc1cc(-c2nnc3n(CCc4ccccc4)c(=O)c4ccccc4n23)cc(OC)c1OC	-1	103	-11	-49	-4	-2.1	4	102	-5
CCC(C)(C)C1CCC2(CC1)NC(=O)N(CC(=O)N1CCN(S(=O)(=O)c3cc(C)ccc3C)CC1)C2=O (centres undefined)	5	106	-10	17	22	1.2	-12	104	-3
Cc1ccc(Cl)c(OC(=O)Cn2cnc3c2c(=O)n(C)c(=O)n3C)c1	-5	92	1	-3	7	-0.8	3	96	-7
COC(=O)c1ccc(Sc2ccc(Cl)cc2)c(N)c1	6	110	-5	73*	-8	-1.2	6	110	-6
Cc1ccc(NS(=O)(=O)c2c(C)[nH]c(C)c2C(=O)N2CCCCC2)cc1Cl	3	101	-41	-13	8	0.3	12	100	-7
CCOC(=O)CN1C(=O)C(Sc2n[nH]c(-c3cccc(C)c3)n2)CCc2ccccc21 (centres undefined)	-8	82	-31	-35	-28	-3.9	-11	85	-3
O=C(NCc1ccco1)Nc1ccc(OC(F)(F)F)cc1	-22	86	-3	3	4	0.9	4	86	-2
Cc1ccc(SCc2cn3c(C)csc3n2)cc1	6	108	-4	9	-1	0.0	-11	103	-9
Cc1c(NC(=O)C2Cc3ccccc3CN2C(=O)c2ccco2)c(=O)n(-c2ccccc2)n1C (centres undefined)	4	105	-8	13	14	-1.5	7	104	-1

Screening data as filed in PubChem BioAssay.

A portion of the library (hit frequency here may not be typical).
